Screening results: PubChem, Broad Institute
Cneo AK release – Cryptococcus neoformans cell lysis inducers, primary screen, AK release luminescence, single concentration | C. neoformans lysis, adenylate kinase release luminescence, 4 h; normalised: neutral wells 0, clomiphene wells 100 | lysis activity, % at 15 µM | 360,000 tested, 0.2% active | AID 651654, 2012;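 active = mean lysis activity across replicates of at least 80%, whatever share of replicates individually reach that level; inactive = mean lysis activity below 80%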
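Material: C. neoformans cells | Amount: Yeast cell density of 5 × 10^6 cells/mL | Medium: Fresh YPD growth medium | Dosing: Single dose | Times: Static 4 h at 37 °C with compound, 1 h detection | Detection: AK luminescence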
CFTR F508del cor – F508del CFTR correction, initial screen, CFBE line, single point | CFBE cells, YFP halide quenching; stimulated with forskolin plus potentiator P3; % fluorescence drop versus neutral controls | activity (quench increase), % at 7.58 µM | 350,000 tested, 0.36% active | AID 720511, 2013;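 active = mean added fluorescence quench of at least 8% versus neutral control, with both replicates also reaching 8%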;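 also: cells transiently co-express mutant CFTR-F508del with the halide-sensitive YFP; corrector assay measuring rescue of mutant channel to the surface after 24 h compound exposure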
PGC1a acetyl inh – inhibitors of PGC1a acetylation signal, primary screen, cell-based, U2OS, AlphaScreen, inhibitor mode. AlphaScreen anti-acetyl-lysine; with virally co-expressed GCN5 acetyltransferase. inhibition, % at 15.6 µM. 350,000 tested, 0.17% active. AID 651687, 2012;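 active = every replicate shows inhibition of at least 40%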;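 also: 0% = neutral control wells and 100% = positive control wells; some results beyond the cut were filed as inactive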
FN deposition inh – inhibitors of fibronectin matrix deposition, primary screen, AH1F cells, Alexa488-fibronectin fluorescence, plate reader | AH1F fibroblasts, overnight | inhibition, % at 12.6 µM | 350,000 tested, 0.086% active | AID 743247, 2014;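 active = mean inhibition across replicates of 30% or more, regardless of how many single replicates reach that level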;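 also: positive control wells lacked labelled fibronectin entirely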
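Material: AH1F fibroblast monolayer depositing Alexa488-labelled fibronectin into matrix | Input: 10000 AH1F cells/well | Medium: DMEM plus 2% serum, read in PBS | Reagent: Alexa488-fibronectin, 24 nM final in well | Compound dosing: One dose per compound, pinned | Schedule: 1 h adhesion, overnight exposure | Measured by: Fluorescence at 485 nm excitation, 525 nm emission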
Statin myotox sup – suppressors of statin myotoxicity in C2C12 myotubes, primary screen, cell-based, single point, plate reader; 330,000 tested, 0.78% active; AID 602340, 2012; rescue of ATP level, % at 7.49 µM; C2C12 myotubes + simvastatin, ATP luminescence, 48 h; scaled: DMSO 0, geranylgeraniol control 100;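 active = mean ATP rescue above about 67%, or every replicate alone reaching that limit, limit read from the data, passing the limit was not always enough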;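 also: myotubes were challenged with 10 µM simvastatin during compound exposure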
INS-1E GSIS act – GLuc luminescence reporter in INS-1E cells, primary screen for activators of glucose-dependent secretion of insulin; INS-1E GLuc reporter insulin secretion, 2-3 h; activation, % at 16.6 µM; 370,000 tested, 0.61% active;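 active = lowest replicate activation of at least 40%, so every replicate reaches that level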;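 also: 0% = median of neutral control wells and 100% = median of IBMX positive control wells; some compounds called inactive have numbers as strong as hits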
PglD inh – C. jejuni PglD acetyltransferase inhibitors, primary screen, biochemical, DTNB colorimetric, single point. UDP-N-acetylbacillosamine N-acetyltransferase PglD (Campylobacter jejuni). 360,000 tested, 0.098% active. purified PglD enzyme, DTNB colorimetric CoA detection. inhibition, % at 12.5 µM. AID 602405, 2012; in the data active = inhibition above about 16%, passing the limit was not always enough; also: strong numbers were not always called active
miR-122 sensor – miR-122 Renilla sensor signal increase in Huh7, primary screen, miR-122 inhibitor project, cell-based, single point, plate reader. Huh7 miR-122 Renilla luciferase sensor, 48 h; neutral wells = 0, positive control = 100. activation (reporter increase), % at 12.5 µM. 340,000 tested, 0.3% active. AID 602342, 2012;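 active = mean replicate activation score at least 90 and every replicate individually at or above 90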;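 also: higher luciferase means less miR-122 activity so hits act as miR-122 inhibitors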
* = called active by the depositor; . = no result given; [ ] = remark or other dose.

mol	miR-122 sensor	PglD inh	INS-1E GSIS act	Cneo AK release	CFTR F508del cor	PGC1a acetyl inh	Statin myotox sup	FN deposition inh
C[C@H](CO)N1C[C@H](C)[C@@H](CN(C)C(=O)C2CCCCC2)Oc2cc(Br)ccc2S1(=O)=O	9[16.7 µM]	.	-12	.	3.0	-4	12	-20
COCC#Cc1ccc2c(c1)O[C@H](CN(C)Cc1ccc3c(c1)OCO3)[C@@H](C)CN([C@H](C)CO)S2(=O)=O	65[16.7 µM]	2	0	3	-3.2	3	-65	.
O=C(COC(=O)CCC(=O)c1ccc(F)cc1)NCc1ccco1	.	.	7	.	-1.0	-3	.	1
COc1ccc(CCNCc2c(OC)ccc3ccccc23)cc1OC	.	-1	-2	0	0.1	-4	-11	0
Cc1occc1C(=O)NCc1ccc(C(=O)O)o1	-14	-8	20	0	.	-5	2	4
COC(=O)[C@@H]1[C@@H](CO)[C@@H]2Cn3c(ccc(C4=CCCC4)c3=O)[C@@H]2N1Cc1cncnc1	.	4	13	-3	.	.	-3	.
COc1cc(Cl)ccc1NC(=O)COc1ccccc1C(=O)N1CCN(c2ccc(O)cc2)CC1	17	-8	.	-6	.	-5	122*	.
Fc1ccc(F)c(CN2CCN(c3ncccn3)CC2)c1	-3	.	-6	7	-0.7	-5	4	.
CC(=O)N(C)C[C@@H]1Oc2ncc(-c3cncnc3)cc2C(=O)N([C@@H](C)CO)C[C@H]1C	-5[16.7 µM]	1	5	-2	1.3	11	-2	.
CC1SC(=NC(=O)c2ccco2)NC1=O (stereo unspecified)	-10	-12	.	0	.	-8	6	2
CO[C@H]1CN(C)C(=O)c2cc(NS(=O)(=O)CC(F)(F)F)ccc2OC[C@H](C)N(C)C[C@H]1C	1[16.7 µM]	1	14	1	.	.	0	.
COc1ccc(/C(N)=N/OC(=O)c2ccc(C)c([N+](=O)[O-])c2)cc1	.	-5	11	-1	.	.	-2	.
Cc1cccc(C)c1NC(=O)CSc1nnc(-c2ccccc2)n1Cc1ccc2c(c1)OCO2	6	-1	-13	7	.	0	12	.
COc1ccccc1NC(=O)N[C@@H]1CC[C@H](CCNS(=O)(=O)c2ccc(F)cc2)O[C@@H]1CO	.	1	-12	1	0.0	9	1	.
CSc1ncccc1C(=O)N1CCC(C)(C(=O)O)C1 (stereo unspecified)	-1	-6	27	-1	-0.1	.	7	-10
O=C(COC(=O)c1cc(=O)[nH]c(=O)[nH]1)Nc1cccc(Cl)c1	1	5	36	-1	-1.5	0	1	5
Cc1cc(C(=O)CN2C(=O)C(=O)N(C3CCCC3)C2=O)c(C)n1CCc1ccccc1	-4	-1	-9	0	0.0	4	-9	4
COc1ccccc1C#Cc1cnc2c(c1)C(=O)N([C@H](C)CO)C[C@H](C)[C@@H](CN(C)C(=O)CC1CC1)O2	-7[16.7 µM]	0	-26	-1	-2.9	5	-17	-7
COc1cc(C=O)ccc1Oc1cnccn1	-17	0	13	-1	1.5	.	6	4
CCOC(=O)C1CCN(C(=O)c2ccc3snnc3c2)CC1	1	0	.	-2	.	9	-17	.
COc1ccc(-n2c(=O)c3ccccc3n(Cc3cccc(C)c3)c2=O)cc1OC	4	-5	14	1	3.0	9	.	-3
CCOC(=O)C1C(=O)NC(C(=O)OCC)(C(=O)OCC)C1CC (stereo unspecified)	.	2	-4	2	1.4	-12	4	1
COc1cccc(COC(=O)CSCC(=O)Nc2ccc(C)cc2)c1OC	-1	-5	.	-1	.	-6	0	-11
CCn1cc(Br)c(C(=O)Nc2ccc(OC)cc2)n1	8	-2	25	0	.	-4	-1	-12
CCCC(=O)N1CC2(C1)CN(Cc1ccccc1F)[C@H](CO)c1c2c2ccc(OC)cc2n1C	.	.	-21	.	2.8	-8	.	-4
CCN(CC(=O)NCc1ccc(Cl)cc1)C(=O)c1ccc(C#N)cc1	-1	7	-6	-9	-0.1	-7	5	-1
COc1ccc2nc(SCC(=O)NCc3ccc(S(N)(=O)=O)cc3)[nH]c2c1	-5	1	19	-2	1.2	.	4	0
O=C1CCC(=O)N1OCCCOc1ccccc1	-5	-2	.	1	.	-3	9	8
N#Cc1c(-c2ccccc2)[nH]c(=O)[nH]c1=O	5	.	4	.	0.2	7	0	-20
Cc1ccc(-c2csc3ncnc(NCCC(=O)O)c23)cc1C	0	1	-3	-1	-1.4	1	-11	-1
Cc1ccccc1CSc1nnc2ccc(-c3ccncc3)nn12	-8	3	17	2	1.7	7	10	10
C[C@@H]1CN([C@@H](C)CO)C(=O)Cc2cc(NC(=O)c3ccncc3)ccc2O[C@H]1CN(C)CC1CCCCC1	4[16.7 µM]	4	.	2	-1.0	-5	28	.
Cn1c(Nc2ccc(Cl)cc2)cc(=O)n(C)c1=O	.	-3	-5	3	0.7	.	-6	-4
C[C@@H]1CN([C@@H](C)CO)C(=O)Cc2cc(NS(=O)(=O)c3ccccc3)ccc2O[C@@H]1CN(C)S(=O)(=O)c1cn(C)cn1	-1[16.7 µM]	0	19	0	-1.8	-4	9	.
FC(F)(F)c1ccc(NCCc2ccccc2)nc1	-6	-2	.	3	1.3	-11	6	-2
CCOC(=O)c1c(C)n2c3c(cc(C)cc13)CCC2	-8	-7	-12	0	1.6	2	.	-1
COc1ccc(/C=N/Nc2nnc(-c3ccccc3)c(=O)[nH]2)cc1	-8	-3	-4	0	.	3	-8	9
C[C@H](CO)N1C[C@H](C)[C@H](CN(C)Cc2ccc(Oc3ccccc3)cc2)OCc2ccccc2-c2c(n(C)c3ccccc23)C1=O	.	.	-8	.	-2.4	-3	.	-9
O=C(CSc1nnc(-c2c[nH]c3ccccc23)o1)N1CCCCC1	0	-1	0	-7	3.3	.	7	.
O=C(CNc1ccccc1N1CCCC1=O)Nc1cc(C(F)(F)F)ccc1-n1cncn1	-2	1	-5	1	0.6	.	8	-2
O=C(Nc1ccccc1)N[C@H]1CC[C@@H](CCNS(=O)(=O)c2ccccc2F)O[C@@H]1CO	.	-3	11	-1	1.6	-3	-3	.
CC1C(c2ccccc2)OCCN1C(=S)Nc1ccc(S(=O)(=O)N2CCCCC2)cc1 (stereo unspecified)	4	5	.	2	0.5	11	0	-8
OCC[C@@H]1C[C@@H](O)[C@H](O)[C@@]2(CCc3ccccc3O2)O1	3	1	20	-1	1.0	-4	22	-4
CCC(=O)N(NC1=NS(=O)(=O)c2ccccc21)S(=O)(=O)c1ccc(C)cc1	.	.	33	.	0.5	5	.	-3
Cc1ccc(OCc2nnc(SCCN3CCOCC3)n2C)cc1	7	-3	12	1	.	-1	.	0

Compounds above with a cyano group, in the order listed:
mol	miR-122 sensor	PglD inh	INS-1E GSIS act	Cneo AK release	CFTR F508del cor	PGC1a acetyl inh	Statin myotox sup	FN deposition inh
CCN(CC(=O)NCc1ccc(Cl)cc1)C(=O)c1ccc(C#N)cc1	-1	7	-6	-9	-0.1	-7	5	-1
N#Cc1c(-c2ccccc2)[nH]c(=O)[nH]c1=O	5	.	4	.	0.2	7	0	-20

The results go on:
mol	miR-122 sensor	PglD inh	INS-1E GSIS act	Cneo AK release	CFTR F508del cor	PGC1a acetyl inh	Statin myotox sup	FN deposition inh
CCc1nc2c(OCCOc3ccccc3)cccn2c1N(C)C(=O)c1ccccc1F	2	7	-17	0	-0.7	-23	-22	0
CN(C)C(=O)[C@H]1[C@H](CO)[C@H]2Cn3c(cccc3=O)[C@H]2N1C(=O)C1CCC1	.	5	9	44	.	.	6	-8
O=C(NNC(=O)c1cnccn1)c1cccc([N+](=O)[O-])c1	-2	-1	.	2	.	-9	-20	.
CCc1nc(SCC(=O)Nc2ccccc2OC)n[nH]1	12	-2	7	4	-4.7	-2	-2	6
C=CC[C@@H](CC(=O)N(CCO)Cc1ccccc1)C(=O)N[C@@H](COC(=O)[C@@H](CC=C)Cc1ccc(F)cc1)Cc1c[nH]c2ccccc12	-12	-3	-15	-1	-2.4	.	-10	-8
CN1CCC(NC(=O)c2cc(-c3cccc(Br)c3)nc3ccccc23)CC1	-11	1	9	11	0.1	-15	-2	7
C[C@H]1CN([C@@H](C)CO)C(=O)c2cc(NC(=O)c3ccncc3)ccc2O[C@H]1CN(C)Cc1ccc(C(=O)Nc2ccccc2N)cc1	.	.	37	.	-0.3	4	.	-14
COc1ccc(S(=O)(=O)N(C(C)=O)c2ccc(OC(C)=O)c3ccccc23)cc1[N+](=O)[O-]	22	-5	8	-1	-1.8	20	1	1
C/C(=N\NC(=O)c1ccoc1C)c1ccc(Cl)s1	3	1	13	-2	0.4	-2	-11	.
COc1ccc(NC(=O)Nc2ccc3c(c2)[C@@H]2C[C@@H](CC(=O)NC4CCCC4)O[C@H](CO)[C@@H]2O3)cc1	-1[16.7 µM]	4	5	-1	0.2	-8	3	-1
Cc1cccc(NC(=S)N2CCCC2)c1	.	1	4	5	1.0	.	-3	3
CC(C)(C)N1NC2(CCCCC2)NC1=S	-3	-2	.	1	-1.8	5	22	-6
CS(=O)(=O)N1N=C(c2cccs2)CC1c1ccccc1F (stereo unspecified)	.	.	11	.	1.0	-13	.	4
O=C(c1cccc(S(=O)(=O)N2CCCC2)c1)c1nnc(-c2ccncc2)o1	-4	-3	.	0	.	.	3	-2
COc1cccc(-c2nc(CS(=O)(=O)CC(=O)NCCN3CCOCC3)c(C)o2)c1	-1	0	0	-3	-2.3	4	6	-4
CC(C)c1nc(SCC(=O)c2c[nH]c3ccccc23)n[nH]1	.	0	-12	-1	-0.3	6	.	0
CCCNC(=O)Nc1ccc2c(c1)C(=O)N(C)[C@H]1CC[C@H](CC(=O)NCc3ccccc3)O[C@@H]1CO2	22[16.7 µM]	7	4	4	1.5	-7	-28	9
CN1c2ccc(-c3ccc(F)cc3)cc2[C@H]2[C@H](CCN2S(=O)(=O)c2cccc(F)c2)[C@@H]1CO	6[16.7 µM]	-1	6	-1	14*	-9	1	25
C1=CCN(Cc2ccccc2)C1	-10	-4	.	3	1.8	-3	12	-5
O=C(Nc1cccc2nsnc12)c1ccc2c(c1)OCO2	6	-5	.	-16	.	-6	8	.
COc1ccc2c(c1)c(C(=O)CN1CCc3ccccc3C1)c(C)n2C	2	-4	.	1	0.3	-6	.	4
C[C@@H]1CN([C@H](C)CO)C(=O)c2cc(C#Cc3ccccc3F)cnc2O[C@H]1CN(C)C(=O)C1CCC1	-12[16.7 µM]	3	-14	-3	0.7	1	4	.
CCc1ccc(-n2c(=O)c3ccccc3n(CC(=O)NCc3ccco3)c2=O)cc1	-5	-1	3	1	2.3	5	.	6
COc1cccc(CN(C)C[C@H]2OCc3ccccc3-c3c(n(C)c4ccccc34)C(=O)N([C@H](C)CO)C[C@H]2C)c1	.	.	-25	.	2.3	-32	.	-11

Rows were taken by chance, and some 2.1% of all compounds hit somewhere here.
